# High-throughput results as filed in PubChem.
# Vif imaging: HIV Vif inhibition; HEK293T cells, Vif self-association by quenched fluorescence, imaging, 24 h; inhibition, % at 7.49 µM; hit rate 0.35% among 340,000; AID 602346; in the data active means inhibition above about 50%, passing the limit was not always enough; inconclusive means no clear call, values can overlap the other calls; inactive means below about 31%; further: some results filed as inactive read as strong as hits
# N-glyco inh: blocks N-linked glycosylation in D54 reporter cells | AID 588692 | reporter increase, % at 12.5 µM | D54 ERlucT glycosylation luciferase reporter, 24 h; percent of 100 nM tunicamycin response | hit rate 0.23% among 360,000;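 active means mean luciferase reporter signal, scaled so untreated is 0 and the glycosylation-blocking control 100, at or above a set limit in every replicate; inconclusive means mean reaches the limit but not every replicate does; inactive means mean below the limit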;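 further: luciferase carries N-glycosylation sites so blocking glycosylation raises the light; 0% = median of neutral control wells and 100% = median of 100 nM tunicamycin wells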
# m5-HT2A agonist: mouse HTR2A agonism via beta-arrestin recruitment. CHO-K1 mHTR2A beta-arrestin complementation, luminescence; percent of 30 µM serotonin response. activation, % at 7.6 µM. hit rate 0.66% among 360,000. AID 624169;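 active means activation above a run cutoff, the mean activation of all tested compounds plus 3 SD, cut at about 14% in these data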;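 further: 0% = plate median of compound wells and 100% = 30 µM serotonin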
# Target sequence (P35363 whole entry, looked up): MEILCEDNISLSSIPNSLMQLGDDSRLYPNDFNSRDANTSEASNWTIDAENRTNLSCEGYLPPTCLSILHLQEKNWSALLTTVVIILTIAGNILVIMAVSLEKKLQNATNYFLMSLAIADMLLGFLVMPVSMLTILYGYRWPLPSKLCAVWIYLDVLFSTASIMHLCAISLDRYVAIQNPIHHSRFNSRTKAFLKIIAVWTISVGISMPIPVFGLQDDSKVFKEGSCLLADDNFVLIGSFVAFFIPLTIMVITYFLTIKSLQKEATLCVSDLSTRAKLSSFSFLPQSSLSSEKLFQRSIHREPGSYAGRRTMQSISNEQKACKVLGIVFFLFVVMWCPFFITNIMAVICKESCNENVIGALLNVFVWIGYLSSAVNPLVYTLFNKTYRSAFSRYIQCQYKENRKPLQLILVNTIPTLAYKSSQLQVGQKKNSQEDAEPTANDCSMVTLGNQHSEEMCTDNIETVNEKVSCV
# aDG glyco up: alpha-DG glycosylation activation; Pro5-aDG cells, alpha-DG glycosylation AlphaScreen (IIH6); 0% Pro5, 100% B10-LARGE cell signal; hit rate 0.22% among 360,000; activation, % at 10 µM;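 active means activation of at least 8% versus controls, or a plate z-score of at least 8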;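 further: Pro5 are CHO cells carrying HIG-tagged alpha-DG that lacks glycosylation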
# Granule exo inh: blocks lytic granule exocytosis; TALL-104 LAMP-1 surface exposure, flow cytometry; cells stimulated with thapsigargin and PMA; inhibition, % at 10 µM; hit rate 0.66% among 360,000;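 active means inhibition above about 55%, limit read from the data; inconclusive means no clear call, values can overlap the other calls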
# PDI turbidity: inhibitors of human protein disulfide isomerase. P07237. PDI insulin aggregation turbidity, A650, 90 min. inhibition, % at 10 µM. hit rate 0.052% among 350,000;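 active means mean inhibition across replicates of 30% or more, whatever share of single replicates reach that level; inconclusive means mean inhibition below 30% while every single replicate reaches 30%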;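 further: absorbance from insulin aggregation driven by PDI reduction with DTT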
# Target sequence (P07237 whole entry, looked up): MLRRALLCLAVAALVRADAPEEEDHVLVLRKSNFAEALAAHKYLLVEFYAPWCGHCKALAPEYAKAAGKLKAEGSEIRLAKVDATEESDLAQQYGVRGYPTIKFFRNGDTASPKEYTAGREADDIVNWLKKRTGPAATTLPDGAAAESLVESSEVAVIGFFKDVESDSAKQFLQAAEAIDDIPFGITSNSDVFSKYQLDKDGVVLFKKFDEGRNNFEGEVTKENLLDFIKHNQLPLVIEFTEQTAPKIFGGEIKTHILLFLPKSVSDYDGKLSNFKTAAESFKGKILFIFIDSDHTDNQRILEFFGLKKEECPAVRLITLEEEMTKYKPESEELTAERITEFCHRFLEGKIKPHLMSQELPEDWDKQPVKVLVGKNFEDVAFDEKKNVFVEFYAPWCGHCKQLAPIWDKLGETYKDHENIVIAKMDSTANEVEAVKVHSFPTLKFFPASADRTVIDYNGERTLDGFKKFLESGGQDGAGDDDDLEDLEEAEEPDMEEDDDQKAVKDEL
# iPSC survival up: enhancers of human iPSC single-cell survival. hiPSC single-cell survival, ATPlite luminescence; 100% = ROCK inhibitor wells, 0% = DMSO. survival enhancement, % at 20 µM. hit rate 0.044% among 360,000; in the data active means survival enhancement above about 18%;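 further: cells exposed to compounds for 16 hours before the ATP read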
# ABCB6 inh 2: inhibitors of human ABC transporter ABCB6 | fluorescence ratio to DMSO, % at 10 µM | K562-ABCB6 porphyrin accumulation, flow cytometry, 1 h; stronger effect = lower value | AID 602162 | hit rate 0.19% among 360,000 | Q9NP58;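 active means fluorescence ratio to DMSO below 75%, the collection mean minus 3 SD; inconclusive means too few cells collected in the well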;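 further: signal is porphyrin accumulated inside mitochondria; 100% equals median channel fluorescence of DMSO control wells; lower ratio means ABCB6 inhibition with less porphyrin fluorescence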
# CaV13 FRET inh: Disruptors of the CACNA1D IQ motif to Ca2+-dependent inactivation inhibitor domain association, primary screening, Förster resonance energy transfer in intact living …; inhibition, % at 12.3 µM; HEK cells, CFP/YFP FRET ICDI-IQ, plate reader, 10 min; percent FRET-ratio fall versus neutral wells; hit rate 0.098% among 340,000;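 active means mean replicate inhibition of at least 30% and at least 1% of replicates passing that level; inconclusive means only one of the two criteria is met; inactive means neither criterion is met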;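 further: 0% = median of the neutral control wells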
# Cardio protect: protects H9c2 cardiomyocytes from peroxide injury; H2O2 injury protection, ATPLite, 2 h; protection from H2O2 cell death, % at 20 µM; hit rate 0.63% among 360,000;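 active means compounds giving at least 50% protection of heart cells from peroxide-induced death in the single-dose screen, raw or plate-pattern-corrected value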;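 further: 0% = DMSO wells with peroxide and 100% = DMSO wells without peroxide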
# Starred values were filed as active, the others as inactive; ? = inconclusive; nt = not tested or not shown.
entry	SMILES	Vif imaging	N-glyco inh	m5-HT2A agonist	aDG glyco up	Granule exo inh	PDI turbidity	iPSC survival up	ABCB6 inh 2	CaV13 FRET inh	Cardio protect
1	Cc1ccc(N(CCC(=O)NC(C)(C)C)S(=O)(=O)c2ccc(C)cc2)cc1	8	0	-1	0.0	7	9	-0.4	102	-4	2
2	NCCN1CCN(S(=O)(=O)c2ccc([N+](=O)[O-])cc2)C=C1c1ccc(Cl)cc1	-7	2	-2	-0.2	18	4	-0.9	99	-10	-3
3	Cc1ccc(CNC(=O)c2nnn(-c3cccc(C)c3)c2N)cc1	-35	-1	-5	-0.1	0	2	-0.9	107	-5	-2
4	CN(C)c1ncc(CN2CCC(C(=O)Nc3ccc(-n4cccn4)cc3)CC2)s1	18	-5	2	0.1	10	5	-0.3	96	-6	0
5	O=c1c2[nH]c3ccc(Cl)cc3c2ncn1Cc1ccccn1	-4	6	1	0.1	1	14	4.9	91	nt	-5
6	NC(=O)c1cc(S(=O)(=O)NCCCc2ccco2)cs1	-4	-2	0	0.2	-1	2	0.7	102	-2	-5
7	COc1ccccc1C(=O)NC(=S)Nc1ccc(Cc2ccncc2)cc1	-5	-3	-9	0.1	11	-4	-0.5	97	-1	-12
8	COc1ccc(CCNC(=O)Cc2cc3c(cc2[N+](=O)[O-])OCO3)cc1OC	3	1	7	0.2	-3	1	-0.8	93	-6	0
9	O=C(c1ccc(CS(=O)Cc2cccc(Cl)c2)o1)N1CCN(c2ccc(F)cc2)CC1 (centres undefined)	-9	1	-1	0.6	0	-10	-0.6	101	-4	8
10	O=C(N/N=C/c1ccccc1O)C1CCCC1	-6	0	-5	1.5	2	1	0.4	94	-9	45
11	Cn1cc(CN2CCN(Cc3ccccc3)C(CCO)C2)c(-c2ccccc2)n1 (centres undefined)	2	-1	-4	0.1	6	0	-0.5	96	10	1
12	Cc1cccc(N2CN(S(=O)(=O)c3cccc([N+](=O)[O-])c3)c3nc4ccccc4nc32)c1	-15	3	5	-0.5	0	9	1.8	100	-5	-5
13	COc1ccc2oc(C(=O)N3CCN(S(=O)(=O)c4cccc([N+](=O)[O-])c4)CC3)c(C)c2c1	-8	-2	2	0.4	0	-7	0.4	100	-6	-5
14	Cc1ccc(S(=O)(=O)N2CCC(=O)N(C(COCc3cccc(Cl)c3)Cc3ccccc3)CC2)cc1 (centres undefined)	nt	-5	-7	0.3	5	2	-1.3	96	-6	-4
15	O=C(NC1(C(=O)O)CCCC1)C(Cl)Cl	-5	-2	-2	-0.1	-3	-52	2.0	96	-6	2
16	COc1cc2c(cc1OC)CN(C(=O)c1cc(C3CC3)nn1-c1ccccc1)CC2	-4	0	0	-0.1	0	10	-0.4	102	-2	12
17	Cc1ccc(/C(N)=N/OC(=O)COc2cccc3ccccc23)cc1	nt	1	2	0.1	-10	-1	-0.5	95	-12	2
18	C/C(=N\Nc1cccc([N+](=O)[O-])c1)c1cc2ccccc2o1	-7	1	0	-0.5	-5	3	0.8	92	-2	-3
19	Cn1nc(-c2ccc(OCC(=O)Nc3ccccc3)cc2)c2ccccc2c1=O	-3	3	1	0.5	1	0	-0.6	104	-4	-5
20	C=CCn1c(CCNC(=O)c2cccs2)nnc1SCC(=O)Nc1cccc(C(C)=O)c1	0	-1	-3	0.1	0	-1	2.5	104	-6	11
21	COc1ccc(NC(=O)CN2CCN(Cc3ccccc3)CC2)cc1	1	-1	-4	0.1	-2	0	-0.7	97	-11	5
22	O=C(Nc1ccc(C(=O)O)cc1)/C(=C\c1ccccc1)NC(=O)c1ccccc1	3	2	18*	-0.2	-4	-1	0.0	102	nt	12
23	O=C(c1ccccc1)C1CCN(C(=O)c2cccs2)CC1	-3	-3	0	0.2	-8	11	-0.5	100	-4	-7
24	CCN(CC1CCCO1)C(=O)CCc1nnc(Cc2ccc3c(c2)OCO3)o1 (centres undefined)	-5	1	2	-0.3	-1	0	1.7	100	-5	0
25	COc1ccc(N2C(=O)C3CC=C(Cl)CC3C2=O)cc1 (centres undefined)	6	-1	5	0.0	3	-4	-0.9	95	-9	5
26	Cc1nc(SCC(=O)NCc2ccco2)nc(C)c1C	-1	1	-1	0.2	4	6	5.3	92	-4	7
27	Nn1c(SCC(=O)Nc2ccccc2Oc2ccccc2)nnc1C1CC1	0	1	-1	-0.2	4	0	-0.3	100	-1	0
28	Cc1ccc(NC(=O)CCN2C(=O)C3CC=CCC3C2=O)cc1Cl (centres undefined)	0	2	-1	0.0	5	8	1.2	85	-5	-3
29	CCc1nc(SCC(=O)Nc2cc(OC)ccc2OC)c2c(C)c(C)sc2n1	-7	-6	4	0.1	39	-3	-0.5	98	-3	6
30	N#Cc1cc2c(nc1SCC(=O)Nc1sc3c(c1C#N)CCC3)CCC2	nt	1	6	-0.3	0	5	2.4	90	-5	-7
31	C=CCNC(=O)N1CCC(c2nc3ccccc3s2)CC1	-11	1	-3	-0.1	-5	16	1.8	107	-18	8
32	CCOC(=O)N1CCC(N2C(=O)c3ccccc3C2Nc2ccc(Cl)cn2)CC1 (centres undefined)	nt	-2	-1	2.0	0	nt	-0.2	100	-5	6
33	Cn1c(=O)n(Cc2ccc(F)cc2)c(=O)c2c1nc1n2CCCN1C1CCCCC1	16	1	4	0.7	0	-5	2.2	85	nt	-15
34	CCOC(=O)N1CCN(c2c(NCC3CCN(Cc4cccc(C)c4)CC3)c(=O)c2=O)CC1	23	2	-5	-0.1	2	-2	0.9	98	-5	6
35	CCOC(=O)N1CCN(S(=O)(=O)c2ccc(C(=O)Nc3sc4c(c3C#N)CC(C)(C)NC4(C)C)cc2)CC1	2	1	-1	0.0	-7	1	-0.4	101	-6	-1
36	Nc1ncc(-n2cncn2)c(-c2ccc(Cl)cc2)n1	3	1	0	-0.3	0	2	-0.1	104	-7	-3
37	COC(=O)c1ccc(NC(=O)CCN2CCN(c3ccccc3)CC2)cc1	17	-1	8	0.1	-3	4	-3.1	104	-6	3
38	CC1CN(C(=O)CS(=O)(=O)Cc2ccc(Cl)cc2)CC(C)O1 (centres undefined)	-13	2	15*	0.3	23	-9	-0.4	101	nt	2
39	NS(=O)(=O)c1ccc(S(=O)(=O)c2ccccc2)nc1	3	-4	0	1.5	-4	-4	0.2	102	nt	-6
40	Cc1ccc2nc(SCC(=O)NCc3cccs3)c(C#N)cc2c1	2	-1	6	0.1	-3	0	0.5	93	-5	5
41	N#CC(c1ccc(Cl)cc1)c1ccc2c(C(F)(F)F)cc(C(F)(F)F)nc2n1 (centres undefined)	-13	-11	-1	-0.9	-4	-12	-4.8	110	-5	-24
42	O=C(O)c1cc(-c2ccccn2)n[nH]1	-2	4	1	-0.1	-2	2	-4.2	98	-4	1
43	O=C(Nc1cccc(Oc2ccc3c(c2)C(=O)NC3=O)c1)c1ccco1	3	-1	8	0.1	5	2	9.4	100	-8	5
44	CCOC(=O)CSc1nc2ccccc2c(=O)n1CC(C)C	1	1	-3	0.2	-2	-9	-0.6	88	-7	-6
45	COc1ccc(/C=N/NC(=O)c2cc(-c3cccc(C)c3)nc3ccccc23)cc1O	-6	-10	-5	0.0	7	-4	0.0	95	-17	45
46	COc1ccc(C(=O)NCc2ccc3c(c2)OCO3)c(OC)c1	8	-2	-4	-0.1	-13	-3	-0.1	100	-3	7
47	C[C@H](CO)N1C[C@H](C)[C@@H](CN(C)C)Oc2c(NS(=O)(=O)c3ccccc3)cccc2C1=O	-2	2	2	-0.1	12	-9	2.3	93	-10	7
48	Cc1c(OC(C)C(=O)NCc2ccncc2)ccc2c3c(c(=O)oc12)CCCC3 (centres undefined)	16	-2	10	0.6	-2	-8	-0.5	96	-16	-4
49	C#Cc1ccc([C@H]2C=C(C(=O)NCc3ccccc3)O[C@@H](OCc3ccc(CO)cc3)C2)cc1	0	-2	-11	2.1	4	-1	-2.6	95	-5	11
50	O=S1(=O)N=C(N=Nc2c(O)[nH]c3ccccc23)c2ccccc21	-13	0	1	0.2	-3	6	5.2	88	8	-1
51	O=C(COC(=O)C12CC3CC(CC(Cl)(C3)C1)C2)N1CCCCC1	0	-1	4	0.1	4	11	1.4	94	-13	3
52	CCc1ccc(-c2nc(SCC(=O)c3c(N)n(C4CC4)c(=O)[nH]c3=O)n[nH]2)cc1	0	1	9	0.0	-4	-2	-0.5	85	-6	-10
53	COCCn1c(COc2cccc(OC)c2)nnc1SCC(=O)NC1CCCCC1	16	-1	0	-0.1	25	3	0.9	96	-4	0
54	CC(=C/c1ccc(C(C)C)cc1)/C=N/NC(=O)CSc1ccccn1	5	-7	0	0.0	10	-6	-2.7	120	4	-19
55	C=CCOc1ccc(CNCc2cccnc2)cc1	-6	-1	2	0.1	6	10	-0.5	96	-1	-1
56	O=C(COC(=O)c1ccccc1NC(=O)c1ccco1)NC1CCS(=O)(=O)C1 (centres undefined)	-3	4	-1	0.0	-5	0	-0.6	99	-2	10
57	N#Cc1ccccc1NC(=S)NC(=O)c1cccnc1	-3	1	4	0.0	-8	0	0.5	94	15	-2
58	O=C(CN1C(=O)NC2(CCCCC2)C1=O)Nc1ccc2c(c1)CCC2	2	22	8	-0.2	-1	21	1.9	104	-7	-4
59	CCSc1nc(C)nc2sc(C)c(C)c12	6	1	1	0.2	8	-1	-0.5	100	-1	2
60	COc1ccc(N2CCN(S(=O)(=O)CCNC(=O)/C=C/c3ccc4c(c3)OCO4)CC2)cc1	-8	-2	7	1.6	0	10	0.4	98	-5	-12

# New compounds follow
entry	SMILES	Vif imaging	N-glyco inh	m5-HT2A agonist	aDG glyco up	Granule exo inh	PDI turbidity	iPSC survival up	ABCB6 inh 2	CaV13 FRET inh	Cardio protect
61	COCC(=O)Nc1cc(C(=O)OC)cc(C(=O)OC)c1	11	0	4	-0.1	-3	13	1.2	99	-17	3
62	COc1ccc(N[C@@H]2CCN3C(=O)c4ccccc4[C@@H]3C[C@H]2O)cc1	?	4	2	-0.1	-2	-8	0.5	102	-10	-6
63	COc1cc(NC(=O)c2cnn3c(C(F)F)cc(C4CC4)nc23)c(OC)cc1Cl	0	4	-1	-0.1	-4	1	-0.7	101	-3	-1
64	CCc1nn(CC(=O)Nc2cc(C)ccc2C)c(=N)s1	2	2	-3	0.7	-3	3	-0.7	101	-3	-1
65	O=C(NN=C1CCCCCC1)c1ccc(Br)o1	-3	3	1	-0.2	4	9	-0.4	104	-5	2
66	COc1ccc(NC(=O)CN(C)C(=O)c2ccccc2Sc2ncnc3sc(C)c(C)c23)cc1	-17	-3	10	-0.1	-4	-5	-0.4	96	-3	20
67	O=C(Cc1ncc(C(F)(F)F)cc1Cl)Nc1cccc(Br)c1	-9	0	-5	-0.1	-2	-1	-2.5	103	-6	-7
68	COC(=O)c1ccc(OCC(O)CN2CCc3cc(OC)c(OC)cc3C2c2ccccc2)cc1 (centres undefined)	-10	1	-4	0.0	74*	-5	0.2	88	-5	-12
69	O=C(OCc1c(-c2ccccc2)ncc2ccccc12)c1ccc(F)cc1	-6	-7	0	0.6	26	-2	-3.1	86	-8	-10
70	O=c1ccc(Br)c[nH]1	-5	0	-15	0.3	2	-2	-2.7	106	-5	6
